Shiga inhibitor = Shiga toxin inhibition; Vero cells, Shiga toxin protein synthesis inhibition reporter; inhibition, % at 38.7 µM; 290,000 compounds, 9.2% hits; AID 2315; in the data active means inhibition mostly above about 28%, no sharp cut-off; inactive means mostly below about 43%; further: 0% is about no effect
Pf growth 48h = inhibits P. falciparum growth in the first generation, 48 h; P. falciparum luciferase growth in erythrocytes, 48 h; Potency, µM (doses to about 28.7 µM), for the others: at the top dose activity change, negative = inhibition, usual class: inhibitors; 310,000 compounds, 5.9% hits; further: potency means the concentration at half of the fitted maximal effect; on the % scale 0 is the no-effect control and ±100 the full control effect
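Growth was read as firefly luciferase luminescence after a 48 h, 37 C, 5% CO2 exposure of compounds to reporter-bearing P. falciparum cultures (0.1% parasitemia, 2% hematocrit final) in Albumax-supplemented RPMI 1640.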
Sm TGR block = S. mansoni TGR enzyme inhibition. Q962Y6. purified TGR, DTNB reduction, TNB absorbance 405 nm. Potency, µM (top dose mostly 114 µM), inactives show at the top dose activity change, negative = inhibition, hits mostly inhibitors. 360,000 compounds, 3% hits. AID 485364; further: potency means the concentration at half of the fitted maximal effect; on the % scale 0 is the no-effect control and ±100 the full control effect; nearly all actives have a fitted effect of over 60% in size
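First, TGR (20 nM dispensed) and NADPH were mixed with compound. Second, a 15 min room-temperature incubation followed. Third, further NADPH and then DTNB were added to start the reaction. Finally, TNB absorbance was monitored kinetically.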
FBPA Giardia inh = Giardia lamblia aldolase inhibition; A8B2U2; purified Giardia FBPA; Potency, µM (titrated, usually from 59.6 µM), without a hit: at the top dose activity, negative = inhibition, most hits filed as inhibitors; 290,000 compounds, 0.71% hits; AID 2451; further: potency means the concentration at half of the fitted maximal effect; on the % scale 0 is the no-effect control and ±100 the full control effect; nearly all actives have a fitted effect of over 55% in size
Target sequence (A8B2U2 whole entry, looked up): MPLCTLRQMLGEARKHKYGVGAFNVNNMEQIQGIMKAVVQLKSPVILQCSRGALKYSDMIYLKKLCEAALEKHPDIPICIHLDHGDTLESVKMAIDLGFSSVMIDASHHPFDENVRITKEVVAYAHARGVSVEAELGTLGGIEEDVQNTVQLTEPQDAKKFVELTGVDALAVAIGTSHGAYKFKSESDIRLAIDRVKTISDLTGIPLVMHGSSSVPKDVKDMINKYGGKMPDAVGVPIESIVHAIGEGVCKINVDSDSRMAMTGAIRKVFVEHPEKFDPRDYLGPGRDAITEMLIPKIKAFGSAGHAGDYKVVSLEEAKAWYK
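Giardia FBPA (40 nM reagent) was preincubated 10 min at RT with compound (up to 57.5 uM final), then substrate plus GAPDH/TPI/NAD/arsenate coupling system with diaphorase/resazurin was added; resorufin fluorescence (525/598 nm) was read after 20 min.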
Pf growth 96h = P. falciparum growth inhibition at 96 hours; 320,000 compounds, 6.9% hits; Potency, µM (top dose mostly 28.7 µM), without a hit: at the highest dose activity change, negative = inhibition, most hits filed as inhibitors; P. falciparum luciferase reporter growth, 96 h; further: potency means the concentration at half of the fitted maximal effect; on the % scale 0 is the no-effect control and ±100 the full control effect
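P. falciparum expressing integrated firefly luciferase grown in erythrocytes (2% hematocrit, 0.05% parasitemia final) with compounds for 96 hours at 37 C, 5% CO2. Growth inhibition read as loss of luminescence after adding luciferase detection reagent.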
Cycloheximide cs = counter-screen for Shiga toxin inhibitors: cycloheximide protein synthesis inhibition. 300,000 compounds, 12% hits. cell reporter, cycloheximide protein synthesis inhibition counterscreen. AID 2314. max response, %; in the data active means max response mostly above about 13%, no sharp cut-off; inactive means mostly below about 14%; further: read at 38.3 µM for the half of the compounds with a filed dose; 0% is about no effect
Starred values were filed as active, the others as inactive; ? = inconclusive; nt = no result given; [ ] = remark or other dose. Unless noted, the call rests on the fitted dose curve; in most records, active means well fitted curve in the direction sought with a large enough effect; inconclusive means small, poorly fitted or top-dose-only effect, or another doubt; inactive means no such curve, though single readings can be large; an effect the other way counts as inactive or inconclusive.

1) O=C(CSc1nc2ccccc2c(=O)n1-c1ccc(F)cc1)NCc1ccco1
2) COc1cc(C(=O)Oc2cccc(Nc3ncnc4ccccc34)c2)cc(OC)c1OC
3) CCC(CC)NC(=O)Nc1ccccc1C(F)(F)F
4) c1cncc(C(c2nnnn2C2CCCCC2)N2CCN3CCCC3C2)c1 (stereo not drawn)
5) COc1ccc(Oc2nc(-c3ccccc3)ncc2C(=O)O)cc1
6) Clc1ccc2c(c1)C(c1ccccc1Cl)=NCc1nnc(N3CCN(CCOc4ccccc4)CC3)n1-2
Compound	1	2	3	4	5	6
Shiga inhibitor	7	16	7	-3	-1	-12
Pf growth 48h	nt	?	-5%	-23%	2%	?
Sm TGR block	-31%	-13%	8%	-22%	-9%	0%
FBPA Giardia inh	7%	-4%	4%	3%	21%	2%
Pf growth 96h	3%	0%	20%	-57%	35%[activator]	9.3µM*
Cycloheximide cs	-3	8	-3	-4	-5	-6

7) CCCCCC(=O)Nc1ccc(-c2nnc3n2CCCCC3)cc1
8) O=C1N=C(N2CCCCC2)S/C1=C\c1ccncc1
9) COc1ccccc1N1CCN(C(=O)c2ccc(S(=O)(=O)N3CCCC3)cc2)CC1
10) O=C(Nc1ccc2oc(=O)ccc2c1)c1cccnc1Cl
11) COc1cc(C)c(Cl)cc1S(=O)(=O)n1cnc(C)c1
12) Cc1cccc(-c2nnc(SCC(=O)Nc3cc(C)on3)n2C)c1
Compound	7	8	9	10	11	12
Shiga inhibitor	-19	-11	-9	1	-18	-8
Pf growth 48h	?	?	-27%	6%	nt	3%
Sm TGR block	-12%	-2%	7%	-21%	-2%	-2%
FBPA Giardia inh	nt	-3%	3%	-5%	1%	nt
Pf growth 96h	?	?	nt	?	-10%	8%
Cycloheximide cs	2	-2	-4	1	-5	1

13) Cc1cccc(N2CCN(C(=O)NC3CCCCC3)CC2C)c1 (stereo not drawn)
14) CCC(C)(C)NC(=O)C(c1cccnc1)N(C(=O)c1csnn1)c1ccc(C)cc1 (stereo not drawn)
15) Cc1cc(NS(=O)(=O)c2ccc(NC(=O)NC(C)(C(F)(F)F)C(F)(F)F)cc2)no1
16) CCOC(=O)C(CC)n1cnc2c(oc3ccccc32)c1=O (stereo not drawn)
17) COc1ccc(OCC(=O)N2CCC3(CC2)CC(=O)c2ccccc2O3)cc1
18) COc1cc2ccccc2cc1C(=O)NCCCN1CCOCC1
Compound	13	14	15	16	17	18
Shiga inhibitor	19	3	15	27	nt	nt
Pf growth 48h	-2%	?	-7%	5%	?	25%
Sm TGR block	7%	nt	-21%	-10%	-3%	-13%
FBPA Giardia inh	-1%	2%	7%	1%	nt	nt
Pf growth 96h	?	-3%	nt	?	?	3%
Cycloheximide cs	6	0	-5	11	nt	nt

19) CCOC(=O)c1cc2c(ccn2C)n1CC(=O)Nc1ccc(F)cc1
20) CC(=O)N1c2ccc(S(=O)(=O)NCC3CCC(C(=O)N4CC(C)CC(C)C4)CC3)cc2CC1C (stereo not drawn)
21) CNC(=S)N(Cc1ccco1)Cc1cc2cc3c(cc2[nH]c1=O)OCCO3
22) Cn1c(SCc2nnc(-c3ccccc3Br)o2)nc2sc3c(c2c1=O)CCC3
23) CCC1(CC)NC(=O)N(CC(=O)Nc2sc3c(c2C(N)=O)CCC3)C1=O
24) CN1CCCN(C(=O)C2CCCCC2)CC1
Compound	19	20	21	22	23	24
Shiga inhibitor	3	-3	18	11	-14	-11
Pf growth 48h	12%	?	-15%	?	-26%	11%
Sm TGR block	11%	6%	14µM*	-8%	45µM*	nt
FBPA Giardia inh	?	15%	-12%	-29%	-5%	0%
Pf growth 96h	?	?	0%	-18%	-16%	-17%
Cycloheximide cs	6	13	10	23	-6	9

25) CN(CC(=O)Nc1ccc(OC(F)(F)F)cc1)C(=O)Cc1ccc2c(c1)CCC2
26) Cc1c(CN2CC[C@@H](N3CCN(c4ccccn4)CC3)[C@H](O)C2)[nH]c2ccc(F)cc12
27) COc1cc(OC)c(OC)cc1CNC(=O)c1cc(=O)c2ccccc2o1
28) COc1ccc(C2(O)CCN(C(=O)NC3CCCCC3)CC2)cc1
29) C=CCNc1ncnc2c1cnn2-c1ccc(OC)cc1
30) CC(C)c1nnc(NC(=O)CCS(=O)(=O)c2nc(-c3cccs3)cc(C(F)(F)F)n2)s1
Compound	25	26	27	28	29	30
Shiga inhibitor	nt	-5	47	24	61*	-7
Pf growth 48h	?	?	14%	-5%	292%[activator]	28%
Sm TGR block	-4%	-12%	-16%	-7%	0%	20µM*
FBPA Giardia inh	nt	7%	1%	10%	-15%	2%
Pf growth 96h	?	?	-4%	-25%	3%	0.74µM*
Cycloheximide cs	nt	1	8	13	30*	3

31) Cc1cc(C)c(NC(=O)COC(=O)C2CCC2)c(Cl)c1
32) CCOc1ccc(S(=O)(=O)Nc2cccc(C(=O)N3CCN(c4ccccc4O)CC3)c2)cc1
33) O=C(Cn1cc(C(=O)c2cccs2)c2ccccc21)NC1CCCCC1
34) CS(=O)(=O)N(CC(=O)Nc1ccc(Cl)c(Cl)c1)C1CCCCC1
35) CC1=C(CC/C(C)=N/NC(N)=S)C(C)(C)CCC1
36) COc1ccc(C(CNC(=O)c2cc(C)oc2C)N2CCOCC2)cc1 (stereo not drawn)
Compound	31	32	33	34	35	36
Shiga inhibitor	-9	nt	-11	7	7	53
Pf growth 48h	-4%	?	nt	nt	?	-1%
Sm TGR block	-2%	-16%	-1%	5%	-14%	28µM*
FBPA Giardia inh	nt	nt	-4%	-2%	?	-7%
Pf growth 96h	5%	?	nt	-7%	-22%	13%
Cycloheximide cs	-1	nt	-3	1	1	-2

37) COc1ccccc1Nc1nnc(SCC(=O)N2CCCC2=O)s1
38) CN(C)c1nc(F)c(F)c(S(=O)(=O)c2ccccc2)c1F
39) CN(CC(=O)Nc1ccccc1Br)C(=O)c1cccnc1Nc1cccc(C(F)(F)F)c1
40) COc1ccc(-c2c(C#N)c(N)n(N)c(=O)c2C#N)cc1Cl
41) CC(C)Oc1ccc(C(=O)NN2C(=O)NC3(CCCCC3)C2=O)cc1
42) CCOC(=O)c1ccccc1NC(=O)COC(=O)c1cc([N+](=O)[O-])ccc1N1CCOCC1
Compound	37	38	39	40	41	42
Shiga inhibitor	33	23	22	-9	nt	nt
Pf growth 48h	-6%	-1%	?	-16%	18%	?
Sm TGR block	-10%	40µM*	-14%	-1%	-4%	3%
FBPA Giardia inh	1%	4%	nt	-12%	nt	nt
Pf growth 96h	nt	21%	?	?	58%[activator]	?
Cycloheximide cs	16	11	10	7	nt	nt

43) CC1CCN(CCCCOc2ccc(C(C)(C)C)cc2)CC1
44) CCOC(=O)CC1C(=O)NCCN1S(=O)(=O)c1cc(Cl)c(Cl)cc1Cl (stereo not drawn)
45) c1ccc(-c2ccc3c(c2)NC(C2Nc4cc(-c5ccccc5)ccc4O2)O3)cc1 (stereo not drawn)
46) COc1ccc(-c2cn3cccnc3n2)cc1NC(=O)C1CCCC1
47) CCOC(=O)NNC(=O)CCn1c2c(c3ccccc31)CCCC2
48) CCCCn1c(N)c(N(CC(C)C)C(=O)c2cc(C)oc2C)c(=O)[nH]c1=O
Compound	43	44	45	46	47	48
Shiga inhibitor	-9	-13	17	-9	-9	8
Pf growth 48h	-53%	30%	?	?	?	-2%
Sm TGR block	?	4%	10%	0%	-21%	0%
FBPA Giardia inh	?	2%	0%	8%	-14%	nt
Pf growth 96h	?	47%[activator]	?	11%	-25%	?
Cycloheximide cs	-2	-3	0	-3	6	-1

49) Cc1ccc(S(=O)(=O)N2CCOCC2)cc1C(=O)OCCOc1cccc(Cl)c1
50) COc1ccc2[nH]c(=O)c(CN(C(=O)c3ccncc3)C(C)C)cc2c1
51) COc1ccc(/C=N/NC(=O)CC(=O)NCc2cccnc2)cc1
52) Cc1ccc(S(=O)(=O)NCC(=O)N(CC2CCCO2)C(C(=O)NCC2CCCO2)C(C)C)cc1 (stereo not drawn)
53) O=C(Nc1cccc(N=Cc2cc(Br)cc(Br)c2O)c1)c1ccco1
54) Cc1nc(N2CCOCC2)nc(OCCN(C)C)c1[N+](=O)[O-]
Compound	49	50	51	52	53	54
Shiga inhibitor	nt	1	15	19	7	-6
Pf growth 48h	?	18%	-3%	-1%	-8%	-9%
Sm TGR block	1%	0%	0%	-4%	-24%	-21%
FBPA Giardia inh	nt	-14%	4%	7%	?	6%
Pf growth 96h	10µM*	21%	-2%	?	44%[activator]	40%[activator]
Cycloheximide cs	nt	-2	-3	-5	16	-1

55) COc1ccccc1NC(=O)CCc1nc(-c2cccs2)no1
56) Cc1cccc(C)c1NC(=S)N(CCN(C)C)C(C)c1cccnc1 (stereo not drawn)
57) COc1cc(OC)cc(C(=O)NCC(=O)OCc2ccc(Cl)c(Cl)c2)c1
58) CC1(C)OC(=O)C(=CNc2ccccn2)C(=O)O1
59) C/C(=N\NC(=O)c1ccc(N(C)C)cc1)c1cccnc1
60) O=C(CCNC(=O)c1ccc(Br)cc1)NCc1ccco1
Compound	55	56	57	58	59	60
Shiga inhibitor	-6	-4	nt	-5	44	nt
Pf growth 48h	nt	52%[activator]	-15%	16%	29%	38%[activator]
Sm TGR block	3%	-1%	4%	2%	-3%	-19%
FBPA Giardia inh	-3%	-4%	nt	1%	1%	nt
Pf growth 96h	22%	0%	-17%	3%	-22%	27%
Cycloheximide cs	-1	-8	nt	8	23*	nt

61) CC(NC(=O)CSc1nc2c(cc1C#N)CN(C)CC2)c1ccccc1 (stereo not drawn)
62) COC(=O)c1ccc(-c2ncc[nH]2)cc1
63) CCN(CC)Cc1cc(CC(C(N)=O)C(N)=O)ccc1OC
64) CN(C)S(=O)(=O)c1cccc(-c2nn(-c3ccccc3)cc2/C=C2\SC(=S)NC2=O)c1
65) COc1c(O)cccc1-c1nnn(CCC(=O)OCC(=O)c2ccccc2)n1
66) CC(=O)c1ccc(N(CC(=O)NC2CCCC2)C(=O)CCC(=O)Nc2cc(C)on2)cc1
Compound	61	62	63	64	65	66
Shiga inhibitor	-10	23	-11	-9	-16	-6
Pf growth 48h	10µM*	14%	nt	4.7µM*	21%	12%
Sm TGR block	0%	nt	-9%[11.4 µM]	-14%	9%	-10%
FBPA Giardia inh	?	1%	-1%	4%	-6%	nt
Pf growth 96h	58%[activator]	48%[activator]	-5%	2.6µM*	nt	12%
Cycloheximide cs	-5	24*	-5	7	0	-4

67) COc1cccc(C(=O)NCCS(=O)(=O)N2CC(C)CC(C)C2)c1 (stereo not drawn)
68) CCCn1nnnc1NCc1c(F)cccc1Cl
69) CCCn1c(N)c(C(=O)COc2ccc(Br)cc2F)c(=O)n(C)c1=O
70) CC(=O)N1CCCc2cc(S(=O)(=O)CCC(=O)N3CCN(c4cccc(C)c4)C(C)C3)ccc21 (stereo not drawn)
Compound	67	68	69	70
Shiga inhibitor	nt	-8	-1	-9
Pf growth 48h	22%	-3%	?	nt
Sm TGR block	-3%	0%	-2%	-27%
FBPA Giardia inh	nt	1%	-12%	-4%
Pf growth 96h	49%[activator]	12%	-16%	?
Cycloheximide cs	nt	-1	1	-4

Reformatted: entries from further up
Below each SMILES – Shiga inhibitor	Pf growth 48h	Sm TGR block	FBPA Giardia inh	Pf growth 96h	Cycloheximide cs
70) CC(=O)N1CCCc2cc(S(=O)(=O)CCC(=O)N3CCN(c4cccc(C)c4)C(C)C3)ccc21 (stereo not drawn)
 : -9	nt	-27%	-4%	?	-4
67) COc1cccc(C(=O)NCCS(=O)(=O)N2CC(C)CC(C)C2)c1 (stereo not drawn)
 : nt	22%	-3%	nt	49%[activator]	nt
69) CCCn1c(N)c(C(=O)COc2ccc(Br)cc2F)c(=O)n(C)c1=O
 : -1	?	-2%	-12%	-16%	1
68) CCCn1nnnc1NCc1c(F)cccc1Cl
 : -8	-3%	0%	1%	12%	-1

High-throughput results (PubChem)
